CHT allo act: CHT positive allosteric modulators, primary screen, cell-based, membrane potential dye, choline EC20; High affinity choline transporter 1 (Homo sapiens), Q9GZV3; CHT-expressing cells; active compounds read high; LV-AA mutant CHT in HEK293 cells; B-score at 10 µM; 0.49% of 310,000 active;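 active means initial fluorescence not abnormally high and integrated response B-score, plate-corrected, over 3 SD above library mean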
Target sequence (Q9GZV3 whole entry, looked up): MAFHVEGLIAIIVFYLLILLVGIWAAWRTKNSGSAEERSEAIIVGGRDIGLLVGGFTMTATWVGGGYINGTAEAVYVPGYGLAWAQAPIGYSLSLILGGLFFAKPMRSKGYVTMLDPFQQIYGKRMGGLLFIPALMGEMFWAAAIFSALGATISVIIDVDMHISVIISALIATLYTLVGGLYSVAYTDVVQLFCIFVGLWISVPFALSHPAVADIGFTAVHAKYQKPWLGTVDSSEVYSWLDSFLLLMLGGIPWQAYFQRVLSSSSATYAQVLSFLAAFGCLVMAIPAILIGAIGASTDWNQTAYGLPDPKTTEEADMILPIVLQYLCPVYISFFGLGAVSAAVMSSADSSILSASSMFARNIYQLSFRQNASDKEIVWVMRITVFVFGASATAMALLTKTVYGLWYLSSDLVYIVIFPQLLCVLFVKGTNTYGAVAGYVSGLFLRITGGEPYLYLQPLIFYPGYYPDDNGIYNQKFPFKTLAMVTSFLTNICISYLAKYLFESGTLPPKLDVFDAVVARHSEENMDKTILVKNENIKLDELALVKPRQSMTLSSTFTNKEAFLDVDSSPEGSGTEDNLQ
CHT inh: inhibitors of human choline transporter CHT | CHT-expressing cells, membrane potential dye, choline response; active compounds read low | B-score at 10 µM | 0.86% of 310,000 active;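 active means B-score over 3 SD under the library average, and starting fluorescence ratio not unusually high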;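 further: choline stimulus applied at its EC90 after an EC20 pre-addition; B-score computed on integrated fluorescence ratio after choline addition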
Calls only; i = inactive.

Start of the data: the first three compounds (preview)
Molecule | CHT allo act | CHT inh
CCCN(CCC)CCCNC(=O)CC1Nc2ccccc2NC1=O (stereo not given) | i | i
COc1cccc(-c2ccc(NC(=O)C3CCCN(Cc4cnn(C)c4C)C3)cc2)c1 (stereo not given) | i | i
CC(C)(C)C(=O)Nc1ccc(-c2csnn2)cc1 | i | i

All compounds of this part, repeating the preview:
Molecule | CHT allo act | CHT inh
CCCN(CCC)CCCNC(=O)CC1Nc2ccccc2NC1=O (stereo not given) | i | i
COc1cccc(-c2ccc(NC(=O)C3CCCN(Cc4cnn(C)c4C)C3)cc2)c1 (stereo not given) | i | i
CC(C)(C)C(=O)Nc1ccc(-c2csnn2)cc1 | i | i
N#CNC(=Nc1cccc(C(F)(F)F)c1)SCc1ccc(C(=O)O)cc1 | i | i
CC(=O)Nc1ccc(S(=O)(=O)N2CCN(C(=O)c3ncoc3-c3ccc(F)cc3)CC2)cc1 | i | i
COc1cc(/C=N/NC(=O)CC2(C)OCCCO2)ccc1OCc1ccccc1 | i | i
CCOC(=O)c1cc2c(=O)[nH]ccc2nc1C | i | i
O=C(Nc1ccccc1F)C1CCCN(S(=O)(=O)c2ccc(-n3cnnn3)cc2)C1 (stereo not given) | i | i

3 consecutive records from above:
Molecule | CHT allo act | CHT inh
CCCN(CCC)CCCNC(=O)CC1Nc2ccccc2NC1=O (stereo not given) | i | i
COc1cccc(-c2ccc(NC(=O)C3CCCN(Cc4cnn(C)c4C)C3)cc2)c1 (stereo not given) | i | i
CC(C)(C)C(=O)Nc1ccc(-c2csnn2)cc1 | i | i

Next part:
Molecule | CHT allo act | CHT inh
O=C(OCC(=O)N1CCC(Cc2ccccc2)CC1)c1cc(Cl)ccc1O | i | i
Cc1ccc(NC(=O)CCC(=O)NNC(=O)c2ccccc2[N+](=O)[O-])c(C)c1 | i | i
COc1cc(C2C(C#N)=C(N)OC3=C2C(=O)CC(C)(C)C3)ccc1OCCN1CCOCC1 (stereo not given) | i | i
Cc1cc(=O)n(C)c(=O)n1CCCNc1ccccc1 | i | i
O=C(Nc1ccccc1Cl)c1ccc2nccnc2c1 | i | i
COc1cccc(/C=C2\N=C(SC)SC2=O)c1OC | i | i
CCN1CCN(c2ccc(S(=O)(=O)N3CCCCC3)cc2NC(=O)c2cccc(OC(F)F)c2)CC1 | i | i
CN1C(=O)c2cccc(NC(=O)CCc3ccccc3)c2C1=O | i | i
COc1ccc(CNC2CC(=O)N(C)C2=O)cc1 (stereo not given) | i | i
CCC/C(=N/NC(=O)c1ccccc1Cl)c1ccccc1 | i | i
COc1ccc(C(=O)NCc2c(C)oc(C)c2C(=O)O)cc1 | i | i
CCOc1ccc(C(C(=O)NC2CCCC2)N(CCOC)C(=O)CNC(=O)c2ccco2)cc1 (stereo not given) | i | i
CCn1nnnc1SCC(=O)NC1CCCC1 | i | i
O=C(Nc1nc2ccc(Cl)cc2s1)c1ccco1 | i | i
Brc1ccc2c(c1)OCCOCCOCCOCCOCCOCCO2 | i | i
CCOC(=O)c1[nH]c(COC(=O)CCCOc2ccccc2)c(C(=O)OCC)c1C | i | i
O=C(C/C=N/OCc1ccc(Cl)cc1)c1cnc(-c2ccccc2)s1 | i | i
COc1ccccc1N1CCN(C(=O)c2cc(-c3ccccc3O)on2)CC1 | i | i
CCc1ccc(CN(C)Cc2nc(Cc3ccccc3)no2)nc1 | i | i
O=C(NCc1ccccn1)c1ccc(OC2CCN(Cc3ccc(CO)o3)CC2)cc1 | i | i
COCCNC(=O)c1cc(-c2cccs2)on1 | i | i
COc1cc(CN2CCC(C(=O)NC3CCCC3)CC2)cc(OC)c1O | i | i
Cc1cc(=O)n2nc(N3CCCC(C(=O)NCCc4ccc(Cl)cc4)C3)sc2n1 (stereo not given) | i | i
Cc1ccc(NC(=O)CSc2sc3c(O)cc(=O)[nH]c3c2C#N)cc1C | i | i
CCCCN(CC)CCCNC(=O)c1cc2cc3ccc(C)cc3nc2o1 | i | i
CCOC(=O)c1c(C2CC2)csc1NC(=O)COC(=O)CCS(=O)(=O)c1ccc(C)cc1 | i | i
O=C(COC(=O)CNS(=O)(=O)c1cccc(Br)c1)NC(=O)Nc1ccc2c(c1)OCCO2 | i | i
O=C(CN1C(=O)c2ccccc2C1=O)NC1CCCCCC1 | i | i
O=C(N/N=C/c1ccc2c(c1)OCO2)c1ccc(Br)o1 | i | i
COCc1cc(C)nc(OCC(=O)N/N=C/c2ccc(C)cc2)c1C#N | i | i
CSc1nc2c(c(=O)[nH]1)C(c1cccc(Cl)c1Cl)CC(=O)N2 (stereo not given) | i | i
CCN(CC)c1ccc(N2C(=O)/C(=C/c3cccs3)SC2=S)cc1 | i | i
Cc1c(/C=N/N2C(=O)C3C4C=CC(C4)C3C2=O)c2ccccc2n1C (stereo not given) | i | i
CC(=O)C1=C(O)C(=O)N(CCc2c[nH]c3ccccc23)C1c1ccc(C)cc1 (stereo not given) | i | i
O=C(NC1CCCCC1)N(CCN1CCCC1)Cc1cc2cc3c(cc2[nH]c1=O)OCCO3 | i | i
COc1ccc(/C=N/NC(=O)c2ccc[nH]2)cc1 | i | i
COc1ccc(/C(C)=N/N=C(N)N)c(OC)c1 | i | i
CN(CC1CCOCC1)C(=O)CC1C(=O)NCCN1Cc1cccc(Oc2ccccc2)c1 (stereo not given) | i | i
Cc1cc(C(=O)COC(=O)c2ccc[nH]c2=O)c(C)n1-c1ccc(Br)cc1 | i | i
CS(=O)(=O)N(CC(=O)Nc1ccc(S(=O)(=O)N2CCCC2)cc1)c1ccccc1 | i | i
CCOc1ccc(N2CC(C(=O)Nc3ccccc3N3CCOCC3)CC2=O)cc1 (stereo not given) | i | i
Cc1ccsc1C(=O)N(CC(C)C)c1c(N)n(Cc2ccccc2)c(=O)[nH]c1=O | i | i
O=C(O)CCCN1C(=O)C2C3c4ccccc4C(c4ccccc43)[C@@H]2C1=O (stereo not given in full) | i | i
Cc1ccc(C(=O)NC(C)c2nc3ccccc3n2CC(=O)Nc2c(C)cc(C)cc2C)cc1 (stereo not given) | i | i
CCOc1ccc(NC(=S)NCc2ccco2)cc1 | i | i
Cc1noc(/C=C/c2cccnc2)c1[N+](=O)[O-] | i | i
OC(CNCCC1C=Nc2ccccc21)Cn1c2ccc(Cl)cc2c2cc(Cl)ccc21 (stereo not given) | i | i
Cc1ccc2oc(C(=O)N(C)Cc3ccon3)c(C)c2c1 | i | i

Record cards, from the list above. Screens in order: CHT allo act, CHT inh
Cc1noc(/C=C/c2cccnc2)c1[N+](=O)[O-] in the list: i, i
OC(CNCCC1C=Nc2ccccc21)Cn1c2ccc(Cl)cc2c2cc(Cl)ccc21 (stereo not given) in the list: i, i

(list continues)
Molecule | CHT allo act | CHT inh
CCN1CCN(C2=C(NS(=O)(=O)c3ccccc3)C(=O)c3ccccc3C2=O)CC1 | i | i
O=C(O/N=C1\CCCCC1c1ccc([N+](=O)[O-])cc1[N+](=O)[O-])c1c(F)cccc1F (stereo not given) | i | i
CCOc1ccc(N(CC(=O)NC2CCCC2)C(=O)CCC(=O)Nc2nccs2)cc1 | i | i
COc1ccc(OC)c(CN2CCC(C(=O)N3CCOCC3)CC2)c1 | i | i
COC(=O)CCc1cccc(CCC(=O)OC)c1 | i | i
COC(=O)c1c(C(=O)OC)c(-c2ccc(Br)cc2)n2c1CS(=O)C2 (stereo not given) | i | i
COc1ccc2c(C(F)(F)F)cc(=O)oc2c1C | i | i
CN(CC(=O)NC(=O)NCc1ccco1)CC(=O)Nc1ccccc1Cl | i | i
CCOC(=O)C1=C(C)NC2=C(C(=O)c3ccccc32)C1c1cccc2ccccc12 (stereo not given) | i | i
O=C1C2CCCN2C(=O)N1CCCN1CCN(c2ccc([N+](=O)[O-])cc2)CC1 (stereo not given) | i | i
CC(Sc1nnc(CN2CCCC2)n1Cc1ccccc1)C(=O)Nc1ccc(F)cc1 (stereo not given) | i | i
Cc1[nH]c2ccccc2c1C(=O)C(=O)N1CC(C)OC(C)C1 (stereo not given) | i | i
COc1cccc(S(=O)(=O)NCc2ccc(C(=O)NCc3ccccn3)cc2)c1 | i | i
Cc1ccc2c(-c3ccc([N+](=O)[O-])cc3)cc(=O)[nH]c2c1 | i | i
CCOc1ccc(NCC2CCOC(C)(C)C2)cc1 (stereo not given) | i | i
CCOc1ccc(C(=O)Nc2nnc(S(=O)(=O)N3CCCCC3)s2)cc1 | i | i
COc1ccc(NC(=O)CCN2C(=O)C3C4C=CC(C4)C3C2=O)cc1 (stereo not given) | i | i
COc1ccc(NC(=O)NS(=O)(=O)c2ccc(C)cc2)cn1 | i | i
O=C(NCc1ccccc1)c1onc(CSc2ccccn2)c1C(=O)NCc1ccccc1 | i | i
COc1ccc(Nc2n[nH]c(N)c2C(N)=O)cc1 | i | i
COC(=O)c1sccc1NC(=O)Cn1cnc2c1c(=O)n(C)c(=O)n2C | i | i
NC(=O)c1cc([N+](=O)[O-])c(Cl)cc1NCc1ccccn1 | i | i
CCN(CCCNC(=O)C1CCC(=O)N1Cc1ccc(F)cc1)c1cccc(C)c1 (stereo not given) | i | i
Cc1cccc(-c2noc(-c3ccccc3C(=O)NCc3ccco3)n2)c1 | i | i
C=CCc1ccc(OCC(O)CN2CCN(Cc3ccccc3)CC2)c(OC)c1 (stereo not given) | i | i
CCOC(=O)CN1C(=O)/C(=C/c2ccc(Cl)cc2)Oc2ccccc21 | i | i
CC1(C)CN(c2ccc(-c3ccnc4ncnn34)cc2)C1=O | i | i
C=CCc1c(C)nc(C)nc1N/N=C/c1ccc([N+](=O)[O-])cc1 | i | i
CCNS(=O)(=O)c1ccc(NC(=O)c2c(-c3ccccc3)noc2C)cc1 | i | i
O=C(CSCc1ccccc1)Nc1ccccc1C(=O)Nc1ccc(C(=O)O)cc1 | i | i
Cc1ccc(OCC(=O)Nc2cccc(-c3nnc(-c4ccccc4)o3)c2)cc1 | i | i
N#Cc1c(NCCO)ccc([N+](=O)[O-])c1NCCO | i | i
Cc1c(C)c2c(OCC(=O)NCc3ccccn3)cc3c(c2oc1=O)CCC(C)(C)O3 | i | i
O=C(CSc1nnc2scc(-c3ccccc3)n12)Nc1nsc(-c2ccc(Cl)cc2)n1 | i | i
FC(F)(F)c1cc(-c2ccccc2)nc(NCC2CCCO2)n1 (stereo not given) | i | i
CC(C)Cn1c(=O)c2c(nc3n2CCS3)n(C)c1=O | i | i
Cc1ccc(S(=O)(=O)N(CC(=O)N/N=C/c2ccco2)Cc2ccccc2)cc1 | i | i
Cc1cc(C)cc(NC(=O)COC(=O)c2cc(=O)[nH]c(=O)[nH]2)c1 | i | i
Cc1ccccc1OCCCC(=O)Nc1ccc(Br)cc1 | i | i
C=CCNC(=O)c1cc(Cl)cc(Cl)c1 | i | i
CC(Cc1ccccc1)C(=O)N[C@@H](CO)Cc1ccccc1 (stereo not given in full) | i | i
O=C(O)c1cccc(N/C(=N\S(=O)(=O)c2ccccc2)c2ccccc2)c1 | i | i
O=C(CCN1C(=O)/C(=C/c2ccc(F)cc2)SC1=S)NCCc1cnc[nH]1 | i | i
N#Cc1c(N)sc(=S)c2c1CCN(Cc1ccccc1)C2 | i | i
O=Cc1cccn1-c1c(C(=O)O)cnn1-c1ccccc1 | i | i
CCc1ccc(/C=C\C(=O)N2CCCC2)cc1 | i | i
CCOC(=O)c1cnc(SCCc2ccccc2)nc1N | i | i
CCOC(=O)c1c(S(=O)(=O)N2CCN(c3ccc(C(C)=O)cc3)CC2)c(C)n(C)c1C | i | i
Cc1ccc(/C=N/n2c(COc3ccccc3)n[nH]c2=S)s1 | i | i
CCN(CCCNC(=O)c1cn(CC)c2ccc(S(=O)(=O)N(C)C)cc2c1=O)c1cccc(C)c1 | i | i
COc1ccc(N(CC(=O)NCc2ccc(C)cc2)S(=O)(=O)c2c(C)noc2C)cc1 | i | i
COc1ccccc1OCCNC(=O)C1CCN(C(C)=O)CC1 | i | i
Cc1ccc(-c2nc3ccccc3[nH]2)cc1NC(=O)c1ccco1 | i | i
Cc1csc(NC(=O)CSc2nnc(-c3ccccn3)n2-c2ccc(C)c(C)c2)n1 | i | i
COc1ccc(C(=O)NNC(=O)CSc2nnnn2C)cc1 | i | i
O=C1N[C@@H](Cc2ccccc2)C(=O)N2[C@H]1C[C@]1(Br)c3ccccc3N(S(=O)(=O)c3ccc(F)cc3)[C@H]21 | i | i

(cont.)
Molecule | CHT allo act | CHT inh
NS(=O)(=O)c1ccc(NNC(=O)c2sccc2Cl)cc1 | i | i
CCCC(=O)Nc1ccc(C(=O)n2ccc(C)n2)cc1 | i | i
O=C(O)CCCC(=O)NCCCc1ccccc1 | i | i
O=S(=O)(c1ccccc1)N1CCn2c(nc3ccccc32)C1 | i | i
CCO[C@H]1OC(C(=O)N2CCN(C)CC2)=C[C@@H](C)[C@@H]1CCCO | i | i
COc1ccccc1NC(=O)c1ccc2c(c1)OCO2 | i | i
COCc1cc(=O)n2[nH]c(C)nc2n1 | i | i
C#CCOCCOCCOCCNc1nc(N2CCN(C(=O)C([C@@H](C)CC)n3cc(C(N)CC(C)C)nn3)CC2)nc(N2CCN(C(=O)[C@H](CCC(=O)O)n3cc(C(N)[C@H](C)CC)nn3)CC2)n1 (stereo not given in full) | i | i
O=C(c1cc(-c2ccc(Cl)cc2)n[nH]1)N1CCc2ccccc2C1 | i | i
CC(Nc1cc(N2CCN(C(=O)C(C)(C)C)CC2)ccc1[N+](=O)[O-])c1ccccc1 (stereo not given) | i | i
Cc1cc(SCC(=O)Nc2cccc(S(=O)(=O)NC3=NCCCCC3)c2)nc2ccccc12 | i | i
NC(=O)CSC1=Nc2ccccc2C2=NC(CC(=O)NCc3cccs3)C(=O)N12 (stereo not given) | i | i
